Bioassay records from PubChem.
miR122 inh = miR-122 inhibition in Huh7 cells; Huh7 miR-122 Renilla luciferase sensor, 48 h; neutral wells = 0, positive control = 100; activation (reporter increase), % at 12.5 µM; hit rate 0.3% among 340,000;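 active = mean replicate activation score at least 90 and every replicate individually at or above 90; inconclusive = only one of the two criteria met; inactive = neither criterion met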;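 also: higher luciferase means less miR-122 activity so hits act as miR-122 inhibitors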
Starred values were filed as active, the others as inactive; ? = inconclusive. An excerpt; the hit share may differ from the screen's.

SMILES	miR122 inh
COc1ccc(C(=O)CSc2nnnn2Cc2ccccc2)cc1	3
O=C1C=C(N2CCN(C3=CC(=O)CCC3)CC2)CCC1	0
Cc1cc(=O)[nH]c(SCC(=O)c2c(N)n(C)c(=O)n(C)c2=O)n1	1
CC(C)CCn1c(SCC(=O)N2CC(=O)Nc3ccccc32)nc2scc(-c3cccs3)c2c1=O	0
CSc1ccccc1-c1nnc(-c2ccc(Cl)cc2Cl)o1	-4
Cc1cccc(C)c1NC(=O)CSc1nnc([C@@H]2CCCN2C(=O)OC(C)(C)C)o1	-8
O=C(COC(=O)/C(=C/c1cccs1)c1cccs1)NC(c1ccccc1)c1ccccc1	-9
C/C=C/c1c(F)c(F)c(Oc2ccc(C(=O)O)cc2)c(F)c1F	0
Cn1c(SCc2nc(-c3ccccc3)no2)nnc1-c1ccco1	8
c1ccc(-c2nc(CSc3n[nH]c(-c4cccs4)n3)cs2)cc1	3
Fc1ccc(-n2c(Cc3ccccc3)nnc2SCc2nc(-c3cccs3)no2)cc1	1
CCCc1nc2ccccc2c(C(=O)OCC(=O)Nc2ccc(S(=O)(=O)N3CCOCC3)cc2)c1CC	-30
O=c1c2c3c(sc2nc2n1CCCCC2)CCCC3	-9
C=CCn1c(=N)c(C(=O)NCCCOC)cc2c(=O)n3ccccc3nc21	-5
O=C(Nc1cccc(Cl)c1)C1CCCN(S(=O)(=O)c2ccc(F)cc2)C1 (configuration not stated)	-1
Cc1cc(OCC(=O)Nc2ccncc2)cc(C)c1Br	0
COC(=O)c1cc(-c2c[nH]c3ccccc23)n[nH]1	-1
Cc1c(NC(=O)C2CC=CCC2C(=O)O)c(=O)n(-c2ccccc2)n1C (configuration not stated)	-2
Brc1ccc(C2=CC(c3cccs3)n3ncnc3N2)cc1 (configuration not stated)	7
O=C(NCc1cccc(Cl)c1)c1ccc2nc[nH]c2c1	3
FC(F)(F)c1cnc(Oc2ccccc2-c2nnc(-c3ccc(Cl)cc3)o2)c(Cl)c1	-4
CCOc1ccc(OCC)c(NC(=O)c2ccc(CNc3c(N4CCOCC4)c(=O)c3=O)cc2)c1	-8
CC(C)CNC(=O)NC(=O)COc1ncnc2sccc12	-8
CCOc1ccc(C2C3=C(CCCC3=O)Nc3nc(C(F)(F)F)nn32)cc1OC (configuration not stated)	3
N#CC1=C(N)Oc2cc(O)ccc2C1c1ccccc1 (configuration not stated)	-1
Cc1cc(C)cc(N(C(=O)Cc2cccs2)C(C(=O)NC2CCCCC2)c2ccccn2)c1 (configuration not stated)	76
CCOc1cc(/C=N/n2cnnc2)cc(Br)c1O	-3
O=C(NCCc1ccccc1)c1noc2c1CCc1ccccc1-2	5
CC(C)CCOc1ccc(C(=O)C[N+]2(C)CCOCC2)cc1	2
Cc1ccc2cc(C#N)c(NCc3ccco3)nc2c1	-12
Cc1cc(C)cc(N2C(=O)N(c3ccccc3C)C3CS(=O)(=O)CC32)c1 (configuration not stated)	2
COc1cc(C)nc(N(C)C(C)=O)n1	-10
N#C/C(=C\c1ccc(N2CCOCC2)o1)C(=O)N1CCOCC1	-14
CCCC/C(O)=C/c1nc2ccccc2[nH]c1=O	1
O=C(NCc1ccco1)c1cc(S(=O)(=O)N2CCOCC2)c(Cl)cc1Cl	-5
CC(=O)Nc1ccc(S(=O)(=O)N(C)CC(=O)Nc2ccccc2N2CCOCC2)cc1	2
COc1ccc(NC(=O)C2CCCN(C)C2)cc1OCC(C)C (configuration not stated)	1
Brc1ccc(-c2cnnc(N3CCCC3)n2)cc1	-4
CCCCCCCCCCOC(=O)Cn1c(COc2ccc(OC)cc2)[n+](C)c2ccccc21	-24
O=C(Nc1cccc(F)c1)/C(=C\c1ccco1)NC(=O)c1cccs1	10
O=C(CN(Cc1ccc(Cl)c(Cl)c1)S(=O)(=O)c1ccccc1)N/N=C\c1ccc2c(c1)OCO2	3
C/C(Cl)=C\Cn1c(Nc2ccc(C)cc2)nc2c1c(=O)n(C)c(=O)n2C	-5
COC(=O)c1ccccc1NC(=O)c1ccc2c(c1)OCCO2	-1
COCCn1nnnc1CN1CCC(Cc2ccccc2)CC1	-1
COc1ccccc1N1CCN(c2cc(N3CCCC3)nc(C)n2)CC1	3
CCCCn1c(NC(=O)C2CCCCC2)nc2ccccc21	-1
CCCc1nc2oc3c(NCC4CCCO4)ncnc3c2c2c1COC(C)(C)C2 (configuration not stated)	-1
CCCn1c(SCC(=O)Nc2sc(C)c(C)c2C(=O)OCC)nc2c1c(=O)n(C)c(=O)n2C	-2
CN1CCCc2cc(C#N)c(=O)[nH]c21	31
O=C(NCC(c1cccnc1)N1CCOCC1)c1ccco1 (configuration not stated)	2
The list goes on.
SMILES	miR122 inh
COc1cccc(/C=N/NC(=O)CCCC(=O)Nc2ccc(Br)cc2)c1	-1
CCn1c(C(C)NC(=O)c2ccc(C)cc2)n[nH]c1=S (configuration not stated)	6
OCCNCc1cc(Br)ccc1OCc1ccc(Cl)cc1	-1
NC1=NC2(CCN(Cc3ccccc3)CC2)n2c(nc3ccccc32)N1	-5
COC(=O)c1sccc1-n1cccc1C(=O)C(=O)N1CCCCC1	2
O=C(Cn1c(=O)[nH]n(-c2ccccc2)c1=O)N1CCCc2ccccc21	1
CN(CC1CCCO1)S(=O)(=O)c1ccc(C(=O)Nc2nc(-c3ccccn3)cs2)cc1 (configuration not stated)	18
CC(O)c1cc2c(cc1NC(=O)c1cnn3c1NC(c1ccco1)CC3C(F)(F)F)OCO2 (configuration not stated)	0
COc1ccc(C(=O)Nc2nccs2)cc1OC	15
CC(=O)Nc1ccc(S(=O)(=O)N2CCN(C(C)CCc3ccccc3)CC2)cc1 (configuration not stated)	2

In a second layout: three of the compounds above.
Compound,miR122 inh
COc1cccc(/C=N/NC(=O)CCCC(=O)Nc2ccc(Br)cc2)c1,-1
CCn1c(C(C)NC(=O)c2ccc(C)cc2)n[nH]c1=S (configuration not stated),6
OCCNCc1cc(Br)ccc1OCc1ccc(Cl)cc1,-1

Next structures.
SMILES	miR122 inh
N=C1S/C(=C\c2ccc(O)cc2)C(=O)N1c1ccc(F)cc1	1
CCCCOC(=O)Cn1cnc2ccc(Br)cc2c1=O	-1
CCCCS(=O)(=O)c1sc2nc3c(cc2c1N)CCCC3	-7
CC(=O)c1ccc(OC(C)C)c(CC(C(N)=O)C(N)=O)c1	-17
Cc1nnc(SCC(=O)c2ccc(S(=O)(=O)N3CCOCC3)cc2)n1-c1ccccc1	2
CCn1cnc2c1c(=O)n(Cc1csc(-c3ccccc3)n1)c(=O)n2Cc1ccccc1	-2
Cc1nnn(C23CC4CC(CC(CC(=O)Nc5ccc(C)c(Cl)c5)(C4)C2)C3)n1	-4
CCc1cccc(CC)c1NC(=S)NCc1ccc2c(c1)OCO2	-3
CC1=C(C(=O)OC2CCCCC2)C(c2cccnc2)n2nnnc2N1 (configuration not stated)	6
CN1CCN(C2=Cc3ccccc3Sc3cc(F)c(F)cc32)CC1	-2
CC(=O)Nc1ccc(NC(=O)C/C(C)=N/NC(=O)C(=O)N2CCCC2)cc1	0
CC(C)(c1ccccc1)c1ccc(OCCCNCCO)cc1	14
Cc1cccc(NS(=O)(=O)c2ccc(C)c(C(=O)OCC(=O)Nc3cc(C)on3)c2)c1	?
C=CCn1c(SCc2c(C)noc2C)nc2ccccc2c1=O	73
O=C1OC(c2ccccc2)=N/C1=C/c1cccc(OC(=O)c2cccs2)c1	-2
Cn1c2c(c(=O)n(C)c1=O)C(C(F)(F)F)(C(F)(F)F)N=C(c1ccc(Cl)cc1)N2	-20
Cc1c(-c2nn(C)c(=O)c3ccccc23)oc2ccc(F)cc2c1=O	6
O=C(CS(=O)CC(=O)N(CC(=O)NC1CCCC1)c1ccc2c(c1)OCCO2)Nc1ccc(F)cc1 (configuration not stated)	-4
C=CCSc1nc(-c2ccccc2)c2cc(Cl)ccc2n1	-3
CCOC(=O)C1=C(CC)Nc2ccccc2N=C1NC(=O)Nc1ccccc1OC	-2

Gathered by group, the compounds so far with a cyano group.
SMILES	miR122 inh
N#CC1=C(N)Oc2cc(O)ccc2C1c1ccccc1 (configuration not stated)	-1
Cc1ccc2cc(C#N)c(NCc3ccco3)nc2c1	-12
N#C/C(=C\c1ccc(N2CCOCC2)o1)C(=O)N1CCOCC1	-14
CN1CCCc2cc(C#N)c(=O)[nH]c21	31

Other structures:
SMILES	miR122 inh
Cc1cccc(Nc2nnc(SC/C(O)=C(\C#N)c3nc4ccccc4[nH]3)s2)c1C	3
CCOC(=O)/C(C#N)=C1\C=CN(C)C(C)=N1	1
O=C(CCS(=O)(=O)c1cccc2nsnc12)NCc1ccccc1Cl	2
CCOc1ccc(NC(=O)CN(C)CC(=O)Nc2cc(Cl)ccc2C#N)cc1OCC	-2
CCc1ccc(C(=O)NCc2ccc(Cl)cc2Cl)cc1	-8
CCOC(=O)C1=C(N)OC2=C(C(=O)CCC2)C1c1ccccc1OCC (configuration not stated)	10
CCS(=O)(=O)Nc1cccc(C(=O)CC2(O)C(=O)Nc3ccccc32)c1 (configuration not stated)	1
O=S(=O)(c1cc(Cl)ccc1Cl)N1CCCC1	-2
CSCC[C@H](NC(=O)OC(C)(C)C)c1nnc(SCC(=O)Nc2c(C)cccc2C)o1	11
COc1ccc(N2Nc3n[nH]c(N)c3N2)cc1	0
CCCC(=O)O[C@@H]1C[C@@H](C)N(C(=O)c2ccccc2)c2ccc(C)cc21	-6
O=C(N1CCOCC1)N(Cc1cccs1)C1CCCC1	4
Cc1cc(NC(=O)CCC(=O)N(CC(=O)NC2CCCC2)c2ccccc2)no1	0
O=C(N/N=C/c1ccncc1)c1cc2c(ccc3ccccc32)o1	1
COc1cc(NC(=O)CN2CCC(C)CC2)c(C)cc1[N+](=O)[O-]	12
COc1ccc(N2CCN(S(=O)(=O)c3ccc(Cl)c(C(F)(F)F)c3)CC2)cc1	-3
CCOc1ccc(S(=O)(=O)N(CCO)CCO)cc1-c1nc2c(C(C)(C)C)nn(C)c2c(=O)[nH]1	0
COc1ccc(NC(=O)COC(=O)c2ccc(Br)o2)cc1OC	-1
CCOC(=O)c1c(NC(=O)CSc2nnc3c(n2)[nH]c2ccccc23)sc2c1CCN(C)C2	-8
CC(=O)N/C(=C\c1ccccc1Cl)C(=O)O	-4

Given in CSV form: part of the list above.
Molecule,miR122 inh
COc1ccc(NC(=O)COC(=O)c2ccc(Br)o2)cc1OC,-1
COc1cc(NC(=O)CN2CCC(C)CC2)c(C)cc1[N+](=O)[O-],12
COc1ccc(N2CCN(S(=O)(=O)c3ccc(Cl)c(C(F)(F)F)c3)CC2)cc1,-3

(listing goes on)
SMILES	miR122 inh
CC(/C=C/c1ccco1)=N/NC(=O)c1ccccc1Cl	-14
COCCN1CC(=O)N(c2cccc(C)c2C)C(c2ccc(Cl)cc2)C1=O (configuration not stated)	-4
O=C1C2C3C=CC(C3)C2C(=O)N1/N=C/c1cn(Cc2ccc(F)cc2)c2ccccc12 (configuration not stated)	-10
COc1ccc(-n2nc(C(=O)NCC(=O)NCC3CCCO3)c3ccccc3c2=O)cc1Cl (configuration not stated)	-5
Cc1nc2ccc(N=NC3=C(O)CC(C)(C)CC3=O)cc2s1	3
CCCS/C(N)=N/N=C/c1ccccc1O	-3
CC(=O)c1c(C(C)=O)c(C)n(NC(=O)c2ccccc2Cl)c1C	-10
NC(=S)N/N=C/c1coc2cc(Cl)ccc2c1=O	20
Cc1cc(C)cc(N(CC(=O)Nc2c(C)n(C)n(-c3ccccc3)c2=O)S(C)(=O)=O)c1	0
OCc1nc2ccccc2n1C/C=C/c1ccccc1	-1
